# From PubChem BioAssay
# FBW7 activator – human FBW7 E3 ligase activation, primary screen. AlphaScreen FBW7–phospho-cyclin E peptide binding, activator screen. actives 0.13% (n = 650,000). AID 1259310. Q969H0. normalized activity (activation), % at 26.1 µM; in the data active = normalized activity above about 1.9%;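 also: purified mutant Fbw7 with reduced substrate affinity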
# MITF primary – inhibitors of human MITF. O75030. AlphaScreen MITF homodimerization, bead proximity signal. inhibition, % at 2.6 µM. actives 0.91% (n = 650,000). AID 1259374; in the data active = inhibition above about 50%;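 also: 0% = vehicle wells with protein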
# Target sequence (O75030 whole entry, looked up): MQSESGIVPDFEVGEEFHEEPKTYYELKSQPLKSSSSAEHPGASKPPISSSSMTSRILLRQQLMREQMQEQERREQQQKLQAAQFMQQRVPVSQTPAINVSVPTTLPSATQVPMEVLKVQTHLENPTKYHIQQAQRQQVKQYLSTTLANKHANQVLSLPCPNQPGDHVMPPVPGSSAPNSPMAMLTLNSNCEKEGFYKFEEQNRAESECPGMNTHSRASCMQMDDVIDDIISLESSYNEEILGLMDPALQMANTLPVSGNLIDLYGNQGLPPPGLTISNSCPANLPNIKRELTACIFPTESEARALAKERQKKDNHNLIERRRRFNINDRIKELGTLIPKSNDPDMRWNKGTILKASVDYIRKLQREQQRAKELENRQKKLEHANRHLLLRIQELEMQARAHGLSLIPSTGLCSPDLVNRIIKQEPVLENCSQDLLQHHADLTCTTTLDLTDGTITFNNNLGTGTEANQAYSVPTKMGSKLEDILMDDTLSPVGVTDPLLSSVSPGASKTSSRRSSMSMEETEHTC
# GPR151 activ – activates the human receptor GPR151; Q8TDV0; PathHunter beta-arrestin GPR151 cells, luminescence; activation, % at 11.2 µM; actives 1% (n = 650,000); in the data active = activation above about 4.9%;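 also: 0% = median of compound wells and 100% = cells with positive control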
# Target sequence (Q8TDV0 whole entry, looked up): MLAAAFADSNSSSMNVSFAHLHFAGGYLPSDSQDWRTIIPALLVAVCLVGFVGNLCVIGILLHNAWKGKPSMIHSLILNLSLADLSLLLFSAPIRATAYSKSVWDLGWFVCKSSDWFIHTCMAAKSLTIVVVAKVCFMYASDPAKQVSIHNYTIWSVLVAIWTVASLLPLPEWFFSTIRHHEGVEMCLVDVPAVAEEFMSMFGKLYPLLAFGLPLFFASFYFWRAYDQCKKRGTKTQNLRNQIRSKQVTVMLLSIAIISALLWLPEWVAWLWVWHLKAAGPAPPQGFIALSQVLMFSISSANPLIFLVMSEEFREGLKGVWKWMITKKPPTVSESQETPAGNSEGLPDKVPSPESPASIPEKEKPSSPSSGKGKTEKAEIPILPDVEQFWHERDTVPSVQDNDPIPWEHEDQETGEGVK
# TEAD-YAP inh – TEAD-YAP interaction inhibition | HEK-TIYL cells, TEAD-Gal4/YAP UAS-luciferase luminescence | inhibition, % at 9.12 µM | actives 1.4% (n = 640,000) | AID 1259422; in the data active = inhibition above about 32%;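 also: 0% = median of test compound wells and 100% = reference inhibitor wells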
# * = called active by the depositor; & = joins results of further samples.
1	CSc1ccc(CN2CCN(C(=O)C(c3ccccc3)c3ccccc3)CC2)cc1
2	Cc1nn(-c2ccccc2)c(Cl)c1C(=O)Nc1nnc(COc2ccccc2)s1
3	CCN(CC)CC(=O)Nc1cccc(OC)c1
4	COC(C(=O)N1CCc2nnc(C(C)C)n2CC1)c1ccccc1 (stereo unspecified)
5	COc1ccc(C(=O)N/N=C/c2cc(Br)cc(Br)c2O)cc1
assay / entry	1	2	3	4	5
FBW7 activator	0.1	-0.2	0.1	0.4	-0.2
MITF primary	53*	0	1	5	2
GPR151 activ	-1.6	5.5*	2.7	-0.6	-2.5
TEAD-YAP inh	-3	11	-1	0	13

6	CCOC(=O)C1(Cc2cccc(F)c2)CCN(C(=O)C2CCC2)CC1
7	COc1ccc2c(C)nc(N3CCC(N4CCC[C@H]4CO)CC3)nc2c1
8	Cc1ccc(C(=O)NCc2ccco2)cc1S(=O)(=O)N1CCOCC1
9	O=C(CN1C(=O)COc2ccc(Cl)cc21)Nc1ccccc1F
10	CCN1CCN(c2nc3c(c(=O)n(C)c(=O)n3C)n2CCSc2nccc(C)n2)CC1
assay / entry	6	7	8	9	10
FBW7 activator	0.0	0.2	0.2	-0.3	-0.4
MITF primary	3	-2	-19	-2	6
GPR151 activ	-1.6	-0.6	2.4	0.9	0.8
TEAD-YAP inh	-10	-6	-14	3	14

11	OCCCNc1nccn2c(-c3ccc4ccccc4c3)cnc12
12	O=C(C1CCN(Cc2ccccc2)CC1)N1CCN(Cc2ccccc2)CC1
13	Cc1ccc(C2CC(C(F)(F)F)n3nc(C(=O)Nc4cc(Cl)cc(Cl)c4)cc3N2)cc1 (stereo unspecified)
14	CN1CCN(C(=O)c2ccc(-c3ccc(C(=O)NC4CC4)s3)cc2)CC1
15	COc1ccc(CN2CCc3nnc(C(CC(C)C)NC(C)=O)n3CC2)cc1OC (stereo unspecified)
assay / entry	11	12	13	14	15
FBW7 activator	-0.2	0.2	0.0	0.2	0.1
MITF primary	-9	55*	20	12	14
GPR151 activ	0.9	-1.3	-0.2	0.3	0.4
TEAD-YAP inh	-6	19	1	-7	0

16	Cc1c(O)ccc2c1O/C(=C\c1ccc3c(c1)OCO3)C2=O
17	Brc1ccc2c(c1)C1CC(c3cccs3)=NN1C1(CCCC1)O2 (stereo unspecified)
18	CCCNC(=O)COc1ccccc1OC
19	CC1CCCCC1NC(=O)C1CCCN(S(=O)(=O)c2cccs2)C1 (stereo unspecified)
20	Cc1c(NC(=O)CSc2nc3ccccc3s2)c(=O)n(-c2ccccc2)n1C
assay / entry	16	17	18	19	20
FBW7 activator	0.9	0.0	0.2	0.0	0.3
MITF primary	-9	-9	-1	7	22
GPR151 activ	1.2	-1.4	0.8	1.4	-0.5
TEAD-YAP inh	22	-56	-20	2	6

# A run of entries from further up, for reference:
1	CSc1ccc(CN2CCN(C(=O)C(c3ccccc3)c3ccccc3)CC2)cc1
2	Cc1nn(-c2ccccc2)c(Cl)c1C(=O)Nc1nnc(COc2ccccc2)s1
assay / entry	1	2
FBW7 activator	0.1	-0.2
MITF primary	53*	0
GPR151 activ	-1.6	5.5*
TEAD-YAP inh	-3	11

# Next entries
21	Cc1cccc(C(=O)OC(C)CN2CCN(C)CC2)c1 (stereo unspecified)
22	CCC(=O)Nc1nc2c(OC)ccc(OC)c2s1
23	CC1=NCCN1S(=O)(=O)c1ccc(Br)c(C)c1
24	COc1cc(N2CCOCC2)ccc1Nc1cc(Nc2ccccc2C(N)=O)c(C)cn1
25	Cc1ccccc1N(CC(=O)NC1CC1)S(C)(=O)=O
assay / entry	21	22	23	24	25
FBW7 activator	0.3	-0.1	-0.2	-0.6	0.0
MITF primary	-1	5	-9	2	-5
GPR151 activ	0.2	5.0*	-1.1	-0.2	1.0
TEAD-YAP inh	-5	12	6	-12	12

26	CCCN(Cc1cccs1)C(=O)Nc1cc(Cl)ccc1C(=O)OC
27	CCOc1ccc(Br)cc1C(=O)N/N=C/c1ccc(C)o1
28	CS(=O)(=O)N1CCN(c2ccc([N+](=O)[O-])cc2F)CC1
29	COC(=O)c1ccccc1S(=O)(=O)N1CCCC(N(C)CCc2ccccc2)C1 (stereo unspecified)
30	CC(C)c1ccc(S(=O)(=O)c2c[nH]c3cc4c(cc3c2=O)OCO4)cc1
assay / entry	26	27	28	29	30
FBW7 activator	0.2	0.0	-0.1	-0.1	0.0
MITF primary	-3	-8	-3	7	-5
GPR151 activ	1.7	-0.1	-1.2	1.2	2.4
TEAD-YAP inh	2	36*	6	4	2

31	Cc1cncc(NC(=O)c2cccc(-n3cc(Nc4nnnn4-c4ccccc4Cl)cn3)c2)c1
32	CCCCCOC(=O)c1ccccc1NC(=O)CC(=O)c1ccccc1
33	CCCN1C(=O)C2CC(C)=C(C)CC2C1=O (stereo unspecified)
34	CCC(C)NC(=O)CN(c1ccc(OC)c(OC)c1)S(=O)(=O)c1ccccc1 (stereo unspecified)
35	COc1cc(OC)c(Nc2nc(C)nc3sc4c(c23)CCCC4)cc1Cl
assay / entry	31	32	33	34	35
FBW7 activator	0.2	-0.2	0.2	0.0	0.0
MITF primary	7	10	5	-8	7
GPR151 activ	2.1	1.4	-1.1	-1.1	-0.3
TEAD-YAP inh	12	3	-4	0	7

36	COC1CCC(C(=O)N2CCC[C@H](Cn3nc(-c4cccs4)ccc3=O)C2)CC1 (stereo partly specified)
37	CC1(C)CC(=O)C(C=Nc2cccc(C(F)(F)F)c2)=C(O)C1
38	Cc1cccc(OCCCn2c(C(C)O)nc3ccccc32)c1 (stereo unspecified)
39	O=C(CSc1nnc(CNc2ccccc2)o1)c1ccc2c(c1)OCCO2
40	CCOC(=O)c1cnc2c(C)cc(C)cc2c1Nc1cccc(C(F)(F)F)c1
assay / entry	36	37	38	39	40
FBW7 activator	0.1	0.0	1.0	0.0	0.4
MITF primary	9	-4	9	-1	16
GPR151 activ	0.8	0.2	-0.5	-0.4	0.0
TEAD-YAP inh	5	-1	4	6	8

41	CC1CCCCN1c1nc(-c2ccccc2O)nc2ccccc12 (stereo unspecified)
42	Cc1nc(C)n(-c2ccc(Nc3cc(-c4nn(CCc5ccc6c(c5)OCO6)cc4-c4ccccc4)ccn3)cc2)n1
43	Cc1ccc2nc(/C(C#N)=C/c3cn[nH]c3-c3ccc(F)cc3)[nH]c2c1
44	Cc1ccccc1NC(=O)c1sc(NC(=O)/C=C/c2ccccc2)nc1C
45	Nc1cc2c(cc1C(=O)c1ccccc1F)OCCO2
assay / entry	41	42	43	44	45
FBW7 activator	-0.2	-0.2	-0.2	0.1	-0.1
MITF primary	24	-5	6	1	3
GPR151 activ	-1.6	1.9	-1.0	1.7	0.0
TEAD-YAP inh	7	3	11	49*	-6

46	CCCn1c(=NC(=O)C2=COCCO2)sc2cc(F)ccc21
47	c1ccc(-c2csc3ncnc(N4CCCCC4)c23)cc1
48	CCN(CC)S(=O)(=O)c1ccc(C(=O)NC(C(=O)OC)C(C)C)cc1 (stereo unspecified)
49	c1ccc(Oc2ccc(Nc3nc(Nc4cccnc4)nc4c3ncn4C3CCCCC3)cc2)cc1
50	CCNC(=O)c1cc2c(=O)n3ccccc3nc2n(C)c1=N
assay / entry	46	47	48	49	50
FBW7 activator	0.0	0.0	0.0	0.0	-0.1
MITF primary	-2	-4	8	-6	-6
GPR151 activ	-0.9	1.1	-1.0	-2.7	-1.1
TEAD-YAP inh	0	-4	-1	1	6

51	Cc1ccc(C)c(NC(=O)NNC(=O)c2cc3sccc3n2C)c1
52	CCOc1cc(C2/C(=C(/O)c3ccc(OC)cc3)C(=O)C(=O)N2Cc2ccco2)ccc1O (stereo unspecified)
53	CC(CN1CCOCC1)OC(=O)/C=C/c1ccco1 (stereo unspecified)
54	CCOC(=O)c1cc(NC(=O)Nc2cccc3ccccc23)c(C)nc1C
55	Cc1ccc(Cl)cc1NC(=O)c1ccco1
assay / entry	51	52	53	54	55
FBW7 activator	0.1	-0.1	0.2	-0.1	0.2
MITF primary	8	-9	45	18	16
GPR151 activ	-0.6	-0.5	0.5	-1.4	-1.6
TEAD-YAP inh	7	7	-2	4	6

56	CCCc1cc(NCCN(C)C)n2c(nc3ccccc32)c1C#N
57	Cc1ccc(SCCC(=O)Nc2ccc(F)cc2)cc1
58	CC(C)n1cnc2c(Nc3ccccc3)nc(NCCCN3CCCC3=O)nc21
59	CCOC(=O)c1c(NC(=O)c2cc(C)cc(C)c2)sc2c1CCC2
60	Cc1c(C(=O)NCc2ccc3c(c2)OCO3)sc2nc(-c3cccc([N+](=O)[O-])c3)cn12
assay / entry	56	57	58	59	60
FBW7 activator	1.1	0.0	0.0	0.3	-0.2
MITF primary	11	10	14	7	-3
GPR151 activ	-0.5	-1.8	-1.7	0.2	0.8
TEAD-YAP inh	11	-1	-33	-1	-10

61	COc1cc(C=C(C#N)C#N)ccc1OCC(=O)N1CCOCC1
62	CCOC(=O)C1CCN(C(=O)c2c(C)nn(-c3ccccc3)c2-n2cccc2)CC1
63	CC1=C(C)CS(=Nc2ccccc2[N+](=O)[O-])N(S(=O)(=O)c2ccccc2)C1 (stereo unspecified)
64	CC1OC(O[C@H]2/C=C/C=C/C=C/C=C/C=C/C=C/C=C/[C@H](C)[C@@H](O)[C@@H](C)[C@H](C)OC(=O)CC(O)CC(O)CCC(O)C(O)CC(O)C[C@]3(O)C[C@H](O)C(C(=O)O)C(C2)O3)C(O)[C@H](N)C1O (stereo partly specified)
65	CC(NS(C)(=O)=O)C(c1cccs1)N1CCN(c2ccccc2)CC1 (stereo unspecified)
assay / entry	61	62	63	64	65
FBW7 activator	-0.2	0.2	-0.2	0.0&0.2	0.2
MITF primary	-14	16	3	-15&12	13
GPR151 activ	-0.3	0.3	0.4	-1.8&-0.3&-1.4	-1.2
TEAD-YAP inh	-13	-1	7	-4	-6

66	CCOc1ccc(NC(=O)C23CC4CCC(CC(C4)C2)C3)cc1
67	COCCC1CCCCN1Cc1nc(N2CCN(C(C)=O)CC2)c2cccc(C)c2n1 (stereo unspecified)
68	CC1=C(C(=O)N2CCc3ccccc32)C2(CCCCC2)OC1=O
69	Cc1occc1-c1nnc(SCC(=O)Nc2sc3c(c2C(N)=O)CCC3)n1C
70	CCCCOc1ccc(C(=O)N/C(=C/c2ccco2)C(=O)O)cc1
assay / entry	66	67	68	69	70
FBW7 activator	0.4	-0.1	0.0	-0.1	-0.3
MITF primary	9	1	10	-5	51*
GPR151 activ	-1.4	1.2	1.3	1.0	-0.7
TEAD-YAP inh	-7	4	-5	6	5

71	Cc1c(C(=O)NC(=S)Nc2cccc(-c3nc4cc(Cl)ccc4o3)c2)oc2ccccc12
72	O=C(CN1N=C(c2ccccc2)Cn2c(cc3sccc32)C1=O)NCCCn1ccnc1
73	COc1ccc(C(=O)Nc2ccccn2)cc1[N+](=O)[O-]
74	N#Cc1ccccc1OCC(=O)N/N=C/c1cccc([N+](=O)[O-])c1O
75	CCOC(=O)CSc1nc(CC)nc2c1c(=O)n(C)c(=O)n2C
76	COc1cccc(NC(=O)Cn2cnc3c(cnn3-c3ccc(C)c(C)c3)c2=O)c1
assay / entry	71	72	73	74	75	76
FBW7 activator	0.4	0.1	-0.2	-0.1	0.1	0.9
MITF primary	17	-12	7	18	0	17
GPR151 activ	2.7	0.7	-1.2	0.2	-0.3	-1.3
TEAD-YAP inh	-14	-9	-39	1	-2	-11

# Compounds above that have a thiophene ring, fused or not (12):
14	CN1CCN(C(=O)c2ccc(-c3ccc(C(=O)NC4CC4)s3)cc2)CC1
17	Brc1ccc2c(c1)C1CC(c3cccs3)=NN1C1(CCCC1)O2 (stereo unspecified)
19	CC1CCCCC1NC(=O)C1CCCN(S(=O)(=O)c2cccs2)C1 (stereo unspecified)
26	CCCN(Cc1cccs1)C(=O)Nc1cc(Cl)ccc1C(=O)OC
35	COc1cc(OC)c(Nc2nc(C)nc3sc4c(c23)CCCC4)cc1Cl
36	COC1CCC(C(=O)N2CCC[C@H](Cn3nc(-c4cccs4)ccc3=O)C2)CC1 (stereo partly specified)
47	c1ccc(-c2csc3ncnc(N4CCCCC4)c23)cc1
assay / entry	14	17	19	26	35	36	47
FBW7 activator	0.2	0.0	0.0	0.2	0.0	0.1	0.0
MITF primary	12	-9	7	-3	7	9	-4
GPR151 activ	0.3	-1.4	1.4	1.7	-0.3	0.8	1.1
TEAD-YAP inh	-7	-56	2	2	7	5	-4

51	Cc1ccc(C)c(NC(=O)NNC(=O)c2cc3sccc3n2C)c1
59	CCOC(=O)c1c(NC(=O)c2cc(C)cc(C)c2)sc2c1CCC2
65	CC(NS(C)(=O)=O)C(c1cccs1)N1CCN(c2ccccc2)CC1 (stereo unspecified)
69	Cc1occc1-c1nnc(SCC(=O)Nc2sc3c(c2C(N)=O)CCC3)n1C
72	O=C(CN1N=C(c2ccccc2)Cn2c(cc3sccc32)C1=O)NCCCn1ccnc1
assay / entry	51	59	65	69	72
FBW7 activator	0.1	0.3	0.2	-0.1	0.1
MITF primary	8	7	13	-5	-12
GPR151 activ	-0.6	0.2	-1.2	1.0	0.7
TEAD-YAP inh	7	-1	-6	6	-9
